# Screening results (PubChem BioAssay)
# SENP1 FRET inh: human SENP1 catalytic domain inhibitors, primary screen, biochemical, FRET, uHTS | actives 0.21% (n = 360,000) | recombinant SENP1 catalytic domain, CyPet-SUMO1-YPet FRET cleavage | inhibition, % at 10 µM;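 active means inhibition at least 30% at 10 µM, raw YFP signal under a set limit, fluorescence ratio 0.5 to 1.5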;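 further: 0% = enzyme with DMSO and 100% = no enzyme wells; some results filed as inactive read as strong as hits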
# Target sequence (Q9P0U3 419-644 limits assumed): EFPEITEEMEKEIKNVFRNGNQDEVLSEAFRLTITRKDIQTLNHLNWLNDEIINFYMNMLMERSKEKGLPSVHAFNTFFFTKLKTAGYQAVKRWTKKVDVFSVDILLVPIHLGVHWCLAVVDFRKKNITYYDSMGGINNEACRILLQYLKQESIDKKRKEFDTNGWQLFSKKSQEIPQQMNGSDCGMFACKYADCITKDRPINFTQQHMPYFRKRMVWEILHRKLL
#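 Material: hSENP1 catalytic domain, recombinant; medium: Tris pH 8 with BME, BSA, NP40 and catalase; compound: single concentration of 10 µM compound, 0.5% DMSO final; technique: FRET read of cyan and yellow fluorescence; timing: 50 min enzyme reaction, room temperature, light-protected; reagent: SFCypet-SUMO1-SFYpet substrate at 25 nM; control set: no-enzyme low, enzyme-DMSO high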
# NLRP3 yeast inh: NALP3 inflammasome inhibitors in reconstituted yeast, primary screen, luminescence, uHTS; Yeast reconstituted NLRP3/ASC/caspase-1, beta-gal luminescence, 24 h; inhibition, % at 10 µM; actives 0.39% (n = 330,000);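 active means inhibition of 50% or more; inactive means inhibition below 50%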;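 further: plate controls were induced DMSO wells for no effect and uninduced yeast grown without galactose for full effect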
# PfG6PD inh: PfG6PD enzyme inhibitors, primary screen, biochemical, fluorescence intensity, uHTS; glucose-6-phosphate dehydrogenase-6-phosphogluconolactonase (Plasmodium falciparum 3D7); PfGluPho enzyme, NADPH resazurin-diaphorase fluorescence; inhibition, % at 20 µM; actives 0.78% (n = 350,000); AID 504690, 2011;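 active means inhibition reaching at least a set limit at 20 µM in the primary screen, cut at about 59% in these data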;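 further: 0% = DMSO wells with substrate and 100% = DMSO wells lacking glucose-6-phosphate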
# SENP8 block-1: human SENP8 protease inhibitors, primary screen, biochemical, fluorescence, Nedd8 protein substrate, uHTS | Sentrin-specific protease 8 (Homo sapiens), Q96LD8 | recombinant SENP8 | inhibition, % at 20 µM | actives 0.64% (n = 360,000) | AID 602440, 2012; in the data active means inhibition mostly above about 40%, no sharp cut-off; inactive means mostly below about 27%
# Target sequence (Q96LD8 whole entry, looked up): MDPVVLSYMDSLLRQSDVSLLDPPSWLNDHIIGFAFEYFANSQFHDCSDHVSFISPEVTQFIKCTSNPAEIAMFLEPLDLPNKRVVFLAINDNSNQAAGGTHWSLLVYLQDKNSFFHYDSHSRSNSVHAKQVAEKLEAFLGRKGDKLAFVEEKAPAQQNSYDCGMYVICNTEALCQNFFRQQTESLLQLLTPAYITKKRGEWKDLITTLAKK
# SENP8 block-2: SENP8 protease inhibitors, primary screen, biochemical, luminescence. inhibition, % at 10 µM. purified SENP8, Z-RLRGG-aminoluciferin cleavage. AID 2540, 2010. Sentrin-specific protease 8 (Homo sapiens), Q96LD8. actives 1.2% (n = 330,000); in the data active means inhibition above about 50%
# SENP7 block: SENP7 protease inhibitors, primary screen, biochemical, luminescence, uHTS; actives 1.5% (n = 330,000); recombinant SENP7, Z-RLRGG-aminoluciferin luminescence, 40 min; Sentrin-specific protease 7 (Homo sapiens), Q9BQF6; inhibition, % at 5 µM;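 active means inhibition above about 50% at the single test dose, limit read from the data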;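 further: plate controls were DMSO with enzyme for no effect and no enzyme buffer wells for full effect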
# HKDC1 inh: HKDC1 hexokinase inhibitors, primary screen, biochemical, fluorescence, uHTS | recombinant HKDC1, G6PDH/diaphorase resazurin coupled fluorescence | inhibition, % at 20 µM | actives 0.16% (n = 340,000);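 active means inhibition above about 35% when tested at 20 µM, limit read from the data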;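 further: plate controls were DMSO wells with enzyme for no effect and DMSO wells lacking enzyme for full effect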
#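 Incubation: 90 min at room temperature in dark / Material: recombinant HKDC1 (HK5) hexokinase enzyme, produced in-house / Quantity: enzyme 5 µg/mL final / Compound: one dose of 20 µM, 1% DMSO / Reagent: glucose and ATP substrates / Buffer or medium: Tris pH 8.0 buffer with MgCl2, Tween-20, BSA, BME / Technique: resorufin fluorescence at 613 nm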
# Apaf-1 inh: inhibitors of human Apaf-1 apoptosome, primary screen, biochemical, DEVD-Rh110 fluorescence, uHTS. reconstituted apoptosome caspase-3 activity. actives 0.71% (n = 330,000). inhibition, % at 20 µM. Apoptotic protease-activating factor 1 (Homo sapiens), O14727; active means inhibition of at least 40% at 20 µM;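 further: plate controls were DMSO wells for no effect and DEVD-CHO caspase inhibitor wells for full effect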
#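 Material: reconstituted apoptosome with Apaf-1, cytochrome c, caspase-9, procaspase-3, dATP. Technique: Rh110 fluorescence intensity. Buffer or medium: pH 7.5 Hepes buffer with CHAPS, BSA, DTT. Times: 30 min plus 50 min, RT.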
# SENP6 inh: SENP6 protease inhibitors, primary screen, biochemical, luminescence, uHTS; Sentrin-specific protease 6 (Homo sapiens), Q9GZR1; actives 1.8% (n = 330,000); inhibition, % at 10 µM; Recombinant SENP6 catalytic domain, aminoluciferin luminescence;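 active means inhibition above about 50% at the single tested dose, limit read from the data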;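 further: plate controls were DMSO wells with enzyme for no effect and DMSO wells lacking enzyme for full effect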
# Target sequence (Q9GZR1 628-1112 limits assumed): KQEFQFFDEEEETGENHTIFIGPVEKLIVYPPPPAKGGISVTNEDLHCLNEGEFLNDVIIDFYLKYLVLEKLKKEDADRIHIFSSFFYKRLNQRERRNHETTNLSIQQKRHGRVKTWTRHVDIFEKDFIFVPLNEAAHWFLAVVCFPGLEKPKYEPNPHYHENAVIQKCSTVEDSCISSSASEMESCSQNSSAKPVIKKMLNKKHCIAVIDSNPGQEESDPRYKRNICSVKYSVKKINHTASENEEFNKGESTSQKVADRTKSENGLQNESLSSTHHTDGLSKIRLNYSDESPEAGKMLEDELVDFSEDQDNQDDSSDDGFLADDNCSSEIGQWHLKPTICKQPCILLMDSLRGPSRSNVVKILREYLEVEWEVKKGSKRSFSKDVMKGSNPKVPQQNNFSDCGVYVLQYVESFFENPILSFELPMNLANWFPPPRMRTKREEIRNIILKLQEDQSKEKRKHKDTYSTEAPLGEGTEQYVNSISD
# Numbers without * were called inactive; . = no result given.
nr	structure	SENP1 FRET inh	NLRP3 yeast inh	PfG6PD inh	SENP8 block-1	SENP8 block-2	SENP7 block	HKDC1 inh	Apaf-1 inh	SENP6 inh
1	COc1cc(OC)cc(C(=O)N/N=C2/SCC(=O)N2Cc2ccco2)c1	0.1	9.0	9.9	15.3	2.1	-1.9	-4.6	-7.4	27.5
2	C=CCN(c1ccccc1)S(=O)(=O)c1cccc(C(=O)NNC(=O)c2ccncc2)c1	0.3	9.2	-27.3	3.0	2.8	-1.1	-2.1	-1.9	-1.7
3	CCN(CC)c1cccc(OCC(=O)N(C)CCC#N)c1	-21.9	-2.5	28.8	-231.9	-4.0	-10.1	3.0	19.3	-8.3
4	CCCS(=O)(=O)N1CCN(c2ccccc2F)CC1	0.6	13.2	0.2	25.8	-12.6	2.4	-6.7	-2.4	-16.7
5	CC(C)NC(=O)CN1C(=O)C(=O)c2ccccc21	1.8	-3.4	-9.9	5.2	2.2	-2.9	10.2	-4.4	0.0
6	COc1ccc([N+](=O)[O-])cc1/C=N/NC(=O)Cc1ccccc1	2.0	3.4	0.9	19.7	1.1	4.2	-3.9	6.1	-0.9
7	Cc1ccc(NC(=O)COC(=O)CCCC2=NS(=O)(=O)c3ccccc3N2)cc1C	-0.3	1.5	-3.1	15.0	-1.4	1.1	-2.4	4.4	2.8
8	Cc1ccc(C(=O)NCC(=O)Nc2ncccc2C)s1	-1.6	14.1	6.0	-4.5	0.6	5.7	-6.6	-1.1	-4.4
9	O=C(COC(=O)Cn1cnc2ccccc21)NCCc1ccccc1	0.4	-2.4	-11.9	10.9	3.6	6.8	-7.0	-5.5	-3.9
10	O=C(CSc1nnc(Nc2ccccc2)s1)Nc1cccc(S(=O)(=O)N2CCCCC2)c1	1.1	-2.3	-1.4	19.8	-5.2	0.0	7.8	5.7	-10.6
11	CC(C)C[C@H]1CNC(=S)N1CC1CCCN1C[C@H](CC(C)C)N1C[C@H](Cc2ccccc2)N(CC2CCCCCC2)C1=S (stereo partly drawn)	0.2	.	14.2	12.2	.	.	-2.6	.	.
12	COc1ccc(N2CCN(C(=O)COC(=O)c3cccc(S(=O)(=O)Nc4ccccc4OC)c3)CC2)cc1	2.4	-1.3	0.8	15.6	3.2	1.6	-1.9	4.2	11.7
13	Cc1ccc(-c2ccc(SCC(=O)NC3CCCC3)nn2)cc1	-1.0	9.9	-12.5	7.3	-10.4	-10.5	-4.0	4.1	0.7
14	C#CCN1C(=O)C(O)(CC(=O)/C=C/C=C/c2ccccc2)c2ccccc21 (stereo not drawn)	-5.1	11.8	-0.1	10.7	-10.6	-6.3	0.2	18.8	-32.3
15	Cc1[nH]n(-c2nc(-c3cccc([N+](=O)[O-])c3)cs2)c(=O)c1C	-1.0	0.7	10.7	16.0	-7.5	1.8	7.0	4.9	20.5
16	CC(C)(C)Nc1nc(OCC#N)nc(N2CCCCC2)n1	3.2	-0.1	-0.3	29.5	8.0	4.1	-3.0	-8.7	-6.8
17	O=C(CSc1nncn1-c1cccnc1)Nc1cccc([N+](=O)[O-])c1	-3.3	9.7	-15.5	11.4	3.6	-2.3	-7.2	-5.8	-24.8
18	COc1cccc(C(=O)NCC(c2ccco2)N2CCOCC2)c1 (stereo not drawn)	2.1	12.7	-18.0	11.5	0.9	-7.1	1.7	2.2	-10.4
19	CC(C)Cc1cc(C(=O)Nc2sc3c(c2C#N)CCC3)no1	-0.8	13.0	16.1	-4.7	-1.4	0.5	4.2	0.3	-16.6
20	Cc1cc(=O)n2[nH]c(-c3ccc(F)cc3)cc2n1	2.2	1.8	-4.1	-21.3	-5.4	-3.7	0.1	-1.4	-9.6
21	C/C(=N/OC(=O)c1ccc(F)cc1)c1ccc(C)cc1	1.8	20.8	-12.6	19.9	55.4*	71.0*	-7.7	1.3	60.4*
22	COc1ccc(CNCCCC(=O)Nc2c(Cl)ccc(C)c2Cl)cc1OC	0.8	29.5	-8.4	6.3	6.4	6.5	-4.0	0.6	-11.9
23	CCc1c(C)nc(N)c(C#N)c1-c1ccccc1	1.9	17.8	3.7	-53.8	-4.7	-4.6	-10.2	2.3	-6.1
24	O=C(/C=C/NCc1cccnc1)C(F)(F)C(F)(F)F	1.4	-4.9	-19.2	16.1	-1.2	4.1	-2.8	1.5	2.5
25	S=c1[nH]nc(-c2cc(-c3ccccc3)n[nH]2)n1/N=C/C=C/c1ccccc1	-0.4	20.9	8.5	9.0	-6.9	-7.8	-2.0	13.3	-24.4

# SENP6 inh, hit marks shown above
no. | Molecule | SENP1 FRET inh | NLRP3 yeast inh | PfG6PD inh | SENP7 block | HKDC1 inh | SENP6 inh
21 | C/C(=N/OC(=O)c1ccc(F)cc1)c1ccc(C)cc1 | 1.8 | 20.8 | -12.6 | 71.0* | -7.7 | 60.4*

# (more compounds)
nr	structure	SENP1 FRET inh	NLRP3 yeast inh	PfG6PD inh	SENP8 block-1	SENP8 block-2	SENP7 block	HKDC1 inh	Apaf-1 inh	SENP6 inh
26	O=C(c1nc2ccccc2s1)N1CCSCC1	1.3	-9.3	-0.8	1.2	-11.8	6.0	3.2	-4.9	-12.5
27	COc1ccc(F)cc1S(=O)(=O)NC1CCCC1	-0.2	-1.8	-6.8	10.3	-16.2	-9.8	5.8	1.7	-19.2
28	CCOC(=O)c1c(NC(=O)COC)sc(C(C)=O)c1C	0.0	32.3	-7.5	7.0	1.7	2.4	-9.1	-13.2	-0.3
29	CCn1c(-c2csc3ccccc23)n[nH]c1=S	0.4	8.3	21.2	-22.1	-7.9	-8.5	-6.8	6.4	-8.8
30	CS(=O)(=O)N1N=C(c2ccc(Cl)cc2)CC1c1cccs1 (stereo not drawn)	1.1	5.7	-2.6	8.1	20.7	40.1	0.2	16.5	51.1*
31	C/C(Cn1nnc([N+](=O)[O-])n1)=N\NC(=O)c1ccc(O)cc1	-0.3	2.5	71.4*	19.1	7.0	23.7	6.3	-13.7	0.5
32	CC(C)[C@H]1COCCS(=O)(=O)N1Cc1ccccc1	-0.5	21.1	1.1	12.6	-17.0	24.4	-4.7	4.0	-11.8
33	CSc1ccccc1NC(=O)Nc1ccc(Cl)cc1	0.3	31.3	29.0	13.3	92.3*	95.8*	4.6	13.2	6.7
34	COc1ccc(NC(=O)CN2CCN(c3ccc(F)cc3)CC2)cc1Cl	0.3	29.6	0.6	10.1	-4.9	-2.8	0.7	11.3	10.3
35	Cc1nc(NC(=O)COC(=O)c2cccs2)c(Cl)cc1Cl	1.3	28.1	10.7	-23.5	3.0	-6.5	-2.0	-0.9	-4.6
36	CC1CCCN(C(=O)C(C)Nc2cc(Cl)ccc2N2CCOCC2)C1 (stereo not drawn)	0.3	6.8	27.8	1.2	4.4	5.5	7.4	30.9	2.0
37	CCN(Cc1ccccc1)S(=O)(=O)c1c(C)[nH]c(C)c1C(=O)N1CCCC1	1.8	1.1	6.7	11.3	-11.9	-8.7	-2.9	3.2	15.6
38	CN(CC(=O)Nc1c(Cl)cccc1Cl)C(=O)c1ccncc1	0.4	14.0	13.1	9.1	0.9	-2.0	1.2	-1.8	10.0
39	O=C1COc2ccc(S(=O)(=O)CCC(=O)N3CCN(c4ccccc4)CC3)cc2N1	4.0	6.6	0.7	3.6	0.3	2.4	-0.3	4.1	-3.0
40	CCOc1ccc(C(=O)CCC(=O)Nc2ccc(C)cn2)cc1	3.7	26.5	-1.1	-34.5	7.2	-2.1	-5.0	10.8	-6.8
41	COc1ccccc1/C=C/C(=O)c1c2c(c(C)[nH]c1=O)CCCC2	-10.7	0.3	20.8	-7.0	-3.5	-3.8	14.5	7.9	-3.0
42	C/C(=N\NC(=O)c1cccc(O)c1)c1cccc(NC(=O)c2ccc(F)cc2)c1	1.2	6.5	0.1	11.0	-3.6	2.4	-1.5	17.4	-9.6
43	COc1cccc(C(=O)C2CCCN(C(=O)c3ccccn3)C2)c1 (stereo not drawn)	-2.0	-4.6	8.8	0.4	-4.3	2.4	-6.8	-8.3	0.6
44	CC(C)=C(NC(=O)c1ccccc1)C(=O)NC(Cc1ccccc1)C(=O)O (stereo not drawn)	0.2	-8.8	-7.2	11.0	-7.2	-2.9	-2.9	0.4	3.6
45	Cc1cccc(OCc2nnc3n2CCCCC3)c1	-1.1	12.9	-6.6	14.6	-15.5	-6.2	-4.3	2.4	-12.1
46	COC(=O)C1C(O)=C(C(C)=N)C(=O)CC1(C)C (stereo not drawn)	0.5	2.7	7.0	26.6	-6.0	13.2	-7.9	6.4	-13.1
47	O=C(CN(C(=O)CCC(=O)Nc1ccccn1)C1CCCC1)NCc1ccc(F)cc1	1.8	-0.1	0.3	5.7	-2.0	8.3	-3.0	3.1	-8.0
48	Nc1ncncc1-c1ccccc1Cl	1.6	.	-10.4	-3.4	.	.	-7.9	.	.
49	CCOC(=O)Cc1csc(NC(=O)CSc2cc(Cl)ccc2Cl)n1	-0.7	-49.2	-1.2	24.1	-16.9	-13.5	-9.7	17.6	-14.9
50	CCOC(=O)C1CCN(C(=O)CCc2nnc3ccc(NCc4ccco4)nn23)CC1	-2.9	-5.9	-0.3	-7.3	-10.8	-10.2	4.6	-3.0	-31.5

# The final two records of the section above are carried over, then new ones follow:
nr	structure	SENP1 FRET inh	NLRP3 yeast inh	PfG6PD inh	SENP8 block-1	SENP8 block-2	SENP7 block	HKDC1 inh	Apaf-1 inh	SENP6 inh
49	CCOC(=O)Cc1csc(NC(=O)CSc2cc(Cl)ccc2Cl)n1	-0.7	-49.2	-1.2	24.1	-16.9	-13.5	-9.7	17.6	-14.9
50	CCOC(=O)C1CCN(C(=O)CCc2nnc3ccc(NCc4ccco4)nn23)CC1	-2.9	-5.9	-0.3	-7.3	-10.8	-10.2	4.6	-3.0	-31.5
51	CN(Cc1c(C(=O)N/N=C/c2ccc(O)cc2)nnn1-c1nonc1N)C1CCCCC1	0.2	0.1	-2.7	9.9	0.5	8.1	-1.2	1.3	-0.8
52	COCC(C)Nc1nc(C)c(C(C)=O)s1 (stereo not drawn)	-0.5	0.0	8.7	3.2	-1.0	-4.2	-10.6	8.2	-23.3
53	Cc1cc([N+](=O)[O-])cc2c1-c1ncccc1C2=Nc1ccccc1	-1.1	-12.3	-10.1	38.9	-5.9	4.1	11.9	14.9	6.8
54	COc1ccc(OC(=O)/C=C/c2ccc([N+](=O)[O-])cc2)cc1	2.2	18.3	2.8	20.2	0.5	-3.5	-2.0	0.6	2.9
55	COc1ccccc1NC(=O)NC1(C)CCS(=O)(=O)C1 (stereo not drawn)	-1.6	15.1	-3.3	9.8	4.8	8.5	-2.2	1.9	4.7
56	COc1ccc(S(=O)(=O)Nc2ccc(NC(C)=O)cc2)cc1Br	-0.4	19.4	3.3	13.7	6.6	12.2	-10.1	-4.3	10.5
